Compound activity from PubChem BioAssay.
TCR activator: activates T cell receptor signaling | 330,000 tested, under 10 active | Potency, µM (top dose mostly 9.22 µM), for the others: top-dose activation of IL-2 secretion, usual class: activators | primary human leukocytes, anti-CD3, IL-2 HTRF, 48 h | AID 504894; further: % of control where 0% means no effect
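Using a-CD3 beads without co-stimulation, primary human leukocytes were exposed to compounds for 48 hr. An HTRF IL-2 kit measured the cytokine, with europium-to-d2 energy transfer producing emission at 665nm upon 320nm excitation.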
S-ASM inh: blocks human secretory acid sphingomyelinase. P17405. placental ASM, HMU-PC fluorogenic substrate, 60 min. Potency, µM (doses to about 57.5 µM), for inactives: at the top dose activity change, negative = inhibition, most hits filed as inhibitors. 340,000 compounds, 0.006% hits. AID 504937; further: potency means the concentration at half of the fitted maximal effect
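Fluorescence read-out (Ex 386 nm, Em 447 nm) after stopping the reaction at pH 10. Enzyme: ASM from human placenta; substrate HMU-PC0, 9 uM final; 60 min, 37 °C. Compound preincubation 10 min, ambient temperature.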
Tb PFK block: inhibitors of T. brucei phosphofructokinase. T. brucei PFK, ADP-Glo luminescence. 330,000 compounds, 0.17% hits. Potency, µM (doses to about 57.5 µM), for inactives: at the top dose activity, negative = inhibition, hits mostly inhibitors. O15648;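 further: potency means the concentration at half of the fitted maximal effect; 0% = uninhibited 1x PFK enzyme wells and -100% = no-enzyme wells; nearly all actives have a fitted effect of over 60% in size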
Target sequence (O15648 whole entry, looked up): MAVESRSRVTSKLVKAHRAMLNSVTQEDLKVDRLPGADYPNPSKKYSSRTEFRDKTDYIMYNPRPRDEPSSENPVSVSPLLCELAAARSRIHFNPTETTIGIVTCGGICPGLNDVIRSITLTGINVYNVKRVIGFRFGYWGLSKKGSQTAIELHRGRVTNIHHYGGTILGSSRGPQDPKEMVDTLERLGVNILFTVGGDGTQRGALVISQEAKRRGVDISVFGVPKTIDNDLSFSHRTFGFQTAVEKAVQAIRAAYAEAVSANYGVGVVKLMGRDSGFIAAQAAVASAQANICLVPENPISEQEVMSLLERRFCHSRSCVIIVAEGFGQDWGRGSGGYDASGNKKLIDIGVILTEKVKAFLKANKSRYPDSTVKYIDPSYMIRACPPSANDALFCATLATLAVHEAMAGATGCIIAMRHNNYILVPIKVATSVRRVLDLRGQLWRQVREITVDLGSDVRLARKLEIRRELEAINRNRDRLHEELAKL
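PFK 1.25 nM, F6P 0.5 mM, ATP 0.1 mM, 0.1 M TEA pH 8.0, 5 mM MgCl2, 0.01% Tween20, 0.1% BSA; 45 min RT. ADP-Glo readout. qHTS titration up to 57 uM; curves fitted, compounds curve-classed.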
AT treatment: potential ataxia-telangiectasia treatment. […] A-T fibroblasts, KAP-1 phosphorylation AlphaLISA; neocarzinostatin DNA damage 30 min before lysis. Potency, µM (highest dose often 57.5 µM), for inactives: at the top dose activation, actives largely listed as activators. 320,000 compounds, 0.19% hits; further: potency means the concentration at half of the fitted maximal effect; % of control where 0% means no effect; nearly all actives have a fitted effect of over 45% in size
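hTERT-immortalized A-T patient fibroblasts ([…]), 500 cells/well in OPTI-MEM, 1% FBS, got compounds for 60 min, then NCS for 30 min at 37C. Lysates were then assayed for phospho-KAP-1 by AlphaLISA (anti-pKAP1 donor, anti-KAP1 acceptor beads), 6 hr at 25C.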
Chronic BCR inh: blocks chronic active B-cell receptor signaling | AID 493014 | Potency, µM (highest dose often 46.1 µM), for inactives: at the highest dose ratio change, negative = lower green/red ratio, usual class: inhibitors | ABC-DLBCL IkBa-CBG/CBR reporter, luminescence ratio, 4 h | 340,000 compounds, 0.05% hits; active means well fitted inhibition curve with a large enough effect in the signal ratio, with a control signal flat, not every such curve was filed as active; inconclusive means small, poorly fitted or top-dose-only effect, or effect the other way, or a change in a side signal; the % refers to the signal ratio;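 further: potency means the concentration at half of the fitted maximal effect; plate controls were basal doxycycline-induced cells for no effect and cells given 10 µM MG132 for full effect; MG132 reads +100%, hits lower the ratio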
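TMD8 ABC-DLBCL cells carrying doxycycline-inducible green luciferase fused to IkappaBalpha plus unfused red luciferase were exposed to compounds (up to 46 uM) for 4 hrs at 37C. Activity came from the overlap-corrected green/red luminescence ratio.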
Eya2 phos inh: blocks the phosphatase activity of human Eya2; O00167; recombinant Eya2, OMFP fluorescence dephosphorylation (OMFP is methylfluorescein phosphate); Potency, µM (highest dose often 76.9 µM), for the others: at the highest dose activity, negative = inhibition, hits mostly inhibitors; 330,000 compounds, 0.006% hits; AID 488837; further: potency means the concentration at half of the fitted maximal effect; on the % scale 0 is the no-effect control and ±100 the full control effect
Target sequence (O00167 whole entry, looked up): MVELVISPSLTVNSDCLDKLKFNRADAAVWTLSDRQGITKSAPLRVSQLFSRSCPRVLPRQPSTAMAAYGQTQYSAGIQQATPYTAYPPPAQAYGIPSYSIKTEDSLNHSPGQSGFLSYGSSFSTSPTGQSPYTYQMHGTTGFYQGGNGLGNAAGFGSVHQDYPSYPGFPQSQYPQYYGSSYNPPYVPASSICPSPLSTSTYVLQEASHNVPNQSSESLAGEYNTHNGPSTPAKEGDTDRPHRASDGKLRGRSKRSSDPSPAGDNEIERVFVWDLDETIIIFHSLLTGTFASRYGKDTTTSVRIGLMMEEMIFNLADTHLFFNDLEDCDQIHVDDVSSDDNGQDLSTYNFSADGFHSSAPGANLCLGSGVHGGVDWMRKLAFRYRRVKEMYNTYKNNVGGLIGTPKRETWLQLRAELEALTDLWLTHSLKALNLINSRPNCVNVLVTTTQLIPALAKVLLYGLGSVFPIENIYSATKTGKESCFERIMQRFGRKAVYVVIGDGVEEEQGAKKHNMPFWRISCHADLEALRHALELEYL
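Eya2 (0.2 uM) preincubated 10 min at ambient with compound, then OMFP substrate added at 50 uM; 10 min reaction in 50 mM HEPES pH 7.5, 50 mM NaCl, 5 uM MgCl2, 0.05% BSA, 1 mM DTT. Fluorescence read at Ex 485/Em 525 nm.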
TSG101-PTAP inh: blocks PTAP/TSG101 interaction to inhibit HIV-1 budding. 340,000 tested, under 10 active. Fluorescence polarization, FITC-PTAP peptide / Tsg101 binding. Potency, µM (highest dose often 115 µM), for inactives: at the top dose activity change, negative = inhibition, hits mostly inhibitors. AID 493005; active means well fitted inhibition curve with a large enough effect in the main read-out, with a control signal flat, not every such curve was filed as active; inconclusive means small, poorly fitted or top-dose-only effect, or effect the other way, or a change in a side signal; inactive means no such curve, though single readings can be large or run the other way; further: potency means the concentration at half of the fitted maximal effect; % of control where 0% means no effect
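Compounds were pin-transferred onto Tsg101 binding domain (10 uM final) in HEPES pH 7.5 buffer, then FITC-PTAP peptide was added at 50 nM final. After 20 min at RT, polarization reported peptide displacement across a qHTS concentration series.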
TSHR antag: human thyrotropin receptor antagonism; TSHR-expressing cells, TSH-stimulated cAMP HTRF, 2 h; active compounds read low; activity change, negative = inhibition, % at 11.5 µM; 330,000 compounds, 0.2% hits; AID 504810;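 active means activity change below a set negative limit, meaning inhibition stronger than a set level, cut at about -70% in these data; inconclusive means activity change between two set negative limits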; further: on the % scale 0 is the no-effect control and ±100 the full control effect
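Competitive HTRF cAMP read-out (cryptate anti-cAMP antibody, cAMP-d2; 30 min, room temperature) in freshly harvested TSHR cells. Compounds added before TSH at EC80 (4nM final), followed by 2 hours' incubation at 37 deg C.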
Mito fusion yeast: mitochondrial division inhibition or fusion activation; S. cerevisiae fusion-defective mutant growth rescue, CellTiterGlo 48 h; Potency, µM (highest dose often 46.1 µM), for the others: top-dose growth rescue (activation), usual class: activators; 320,000 compounds, 0.23% hits;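 further: potency means the concentration at half of the fitted maximal effect; % of control where 0% means no effect; nearly all actives have a fitted effect of over 45% in size; temperature-sensitive fusion mutants such as fzo1-1 at 37 °C on non-fermentable ethanol glycerol medium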
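Luminescent cell viability in 1536-well qHTS format served as the measure of rescued growth in ts fusion-mutant S. cerevisiae cultured on non-fermentable YPEG for 48 hours at 37C.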
ELG1 repair inh: ELG1-dependent DNA repair inhibition. Potency, µM (titrated, usually from 46.1 µM), for the others: top-dose activity change, negative = inhibition, actives largely listed as inhibitors. HEK293T ELG1-luciferase reporter, luminescence, 16 h; DNA damage induced by 5-fluorouridine. AID 504467. 330,000 compounds, 2.3% hits; further: potency means the concentration at half of the fitted maximal effect; on the % scale 0 is the no-effect control and ±100 the full control effect; nearly all actives have a fitted effect of over 55% in size
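Quantitative HTS, concentration-response format. 2,000 cells/well co-treated with 5-fluorouridine and compound, 16 hr in 5% CO2 at 37 °C; ONE-Glo luminescence read after 30 min.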
a7 integrin act: activators of alpha7 integrin expression for muscular dystrophy; alpha7betagal myoblasts, beta-gal FDG fluorescence, 48 h; Potency, µM (series often up to 38.3 µM), for inactives: top-dose activation, usual class: activators; 350,000 compounds, 0.064% hits; AID 624291;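 further: potency means the concentration at half of the fitted maximal effect; 100% = response of the positive control SU9516; nearly all actives have a fitted effect of over 60% in size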
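alpha7betagal+/- myoblasts (passage 13, 250/well) treated 48 h at 37C with compounds at 1:260 dilution of DMSO stock. Lysed, then beta-galactosidase activity read as FDG fluorescence (ex 480/em 540) after 30 min, with pre-read for autofluorescence.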
Numbers without * were called inactive; ? = inconclusive; . = not tested or not shown; [ ] = dose if it differs, or a comment. Unless noted, the call rests on the fitted dose curve; in most records, active means well fitted curve in the direction sought with a large enough effect; inconclusive means small, poorly fitted or top-dose-only effect, or another doubt; inactive means no such curve, though single readings can be large; an effect the other way counts as inactive or inconclusive. The order is random; 3.2% or so of the library scored in one or more.

Value order – TCR activator	S-ASM inh	Tb PFK block	AT treatment	Chronic BCR inh	Eya2 phos inh	TSG101-PTAP inh	TSHR antag	Mito fusion yeast	ELG1 repair inh	a7 integrin act
Nc1nc2ccc(Cc3ccncc3)cc2s1
→ -2%	1%	2%	4%	-10%	0%	0%	-8	-5%	?	0%
CC(C)NCc1cc(Br)ccc1OCc1ccccc1
→ 0%	3%	3%	0%	-4%	3%	-1%	-5	-8%	-4%	-47%
CCOc1cc(S(=O)(=O)N(CC)CC)ccc1F
→ -8%	-2%	2%	-1%	-11%	7%	-1%	-4	0%	10%	8%[7.66 µM]
CCc1c(C(=O)NCCc2cccc(C)c2)[nH]c(C)c1C(C)=O
→ 0%	-2%	1%	6%	?	-5%	1%	-3	?	22%	?
N#CC(C#N)=C1C=CC=CN1/C(=C\c1ccco1)C(=O)c1ccc(Cl)cc1
→ 6%[46.1 µM]	-5%	0%	-5%	?	-5%	-10%	-84*	-18%	?	-62%[inhibitor]
CC(=O)Nc1ccc(Nc2nc(-c3sc(NC(C)=O)nc3C)cs2)cc1
→ 8%	-5%	1%	-2%	?	-22%	0%	2	0%	23µM*	-16%
CCOC(=O)c1sc(C)c(C(=O)NC2CCCCC2)c1N
→ -4%	-3%	-2%	-1%	0%	5%	-1%	-1	1%	?	-48%
CN(c1cccc(NC(=O)CCSc2ccccc2)c1)S(C)(=O)=O
→ -3%	-1%	-10%	1%	-1%	-6%	0%	3	-2%	-10%	-21%
Cc1cccc(C(=O)Nc2ccnc(-c3cccnc3)n2)c1
→ 2%	-4%	-2%	5%	1%	8%	-3%	-3	-1%	?	23%
CCOc1cc(/C=N/NC(=O)CN(CCc2ccccc2)S(=O)(=O)c2ccc(NC(C)=O)cc2)ccc1O
→ 0%	46%[activator]	2%	-3%	-7%	-10%	0%	-4	-5%	26µM*	-6%
COc1cccc(NC(=O)CN(C)C(=O)C23CC4CC(CC(Cl)(C4)C2)C3)c1
→ 0%	-1%	18%	-2%	0%	8%	0%	3	7%	-26%	5%
COc1ccccc1CC(=O)Nc1ccc(O)cc1C(=O)O
→ -4%	23%	-3%	1%	-2%	-9%	-2%	.	-1%	-1%	-10%
CCOC(=O)c1[nH]c2ccccc2c1NC(=O)CC(C)(C)C
→ -7%	11%	0%	-3%	3%	10%	-5%	5	1%	1%	-22%
CCOc1cc(C(=O)OCC(=O)c2cc(C)n(CC3CCCO3)c2C)ccc1OCC(=O)N1CCOCC1 (configuration not stated)
→ 0%	-1%	-1%	-1%	?	-8%	10%	9	-5%	-4%	0%
CC(=O)Nc1cccc(C(=O)Nc2cccc(S(=O)(=O)NCc3ccco3)c2)c1
→ 14%	3%	8%	-11%	-1%	-15%	0%	-28	-2%	-14%	20%
CC1CCCC(C)N1C(=O)COC(=O)COc1ccc(C#N)cc1 (configuration not stated)
→ -6%	-1%	6%	-18%	?	8%	-5%	.	.	9%	24%
Cc1ccc(C)c(NC(=O)Nn2cnnc2)c1
→ -1%	4%	-1%	9%	-2%	11%	-5%	0	0%	9%	20%
COc1cc(/C=N/Nc2ccccn2)ccc1O
→ 1%	6%	1%	43%	?	-11%	-2%	24	-2%	?	-24%
Cc1c(Cl)cccc1NC(=O)CNC(=O)CCCc1nc2ccccc2c(=O)[nH]1
→ 5%	2%	1%	2%	-1%	16%	-10%	11	-2%	-20%	-5%
O=c1c2c3c(sc2nc2sc(C4CC4)nn12)CCCC3
→ -13%	1%	0%	8%	2%	-3%	-3%	-3	8%	?	7%
CSC1=C(C#N)C(c2sccc2C)CC(=O)N1 (configuration not stated)
→ -7%	2%	-1%	17%	-2%	-5%	-1%	-1	-3%	7%	?
O=C(NC(Cc1ccccc1)C(=O)O)NC12CC3CC(CC(C3)C1)C2 (configuration not stated)
→ 4%	-2%	0%	11%	0%	13%	0%	-2	5%	4%	26%
CC1=Nn2c(nnc2-c2cc(-c3ccccc3)n[nH]2)SC1
→ -3%[46.1 µM]	-1%	0%	-2%	15%	1%	1%	1	-5%	5%	-8%
Cn1c(SCC(=O)Nc2ccc(NC(=O)c3cccc(F)c3)cc2)nnc1-c1ccncc1
→ -4%	-5%	-4%	5%	?	4%	0%	-2	-4%	?	-25%
CN1CCN(c2ccc(S(=O)(=O)Nc3ccccc3)cc2[N+](=O)[O-])CC1
→ 1%[46.1 µM]	2%	1%	4%	16%	-2%	-1%	-7	1%	?	21%
COc1cccc(CCNC(=O)CCc2nnc(Cc3cc(OC)ccc3OC)o2)c1
→ 1%	1%	0%	0%	0%	6%	-2%	-3	-1%	?	16%
COc1cc(SC)ccc1C(=O)OCC(=O)NC1CCCC1
→ .	-2%	-1%	1%	1%	-10%	-1%	8	8%	?	-5%
O=C(c1ccccc1)c1c[nH]c(C(=O)NCc2cccnc2)c1
→ 3%	4%	7%[0.46 µM]	-7%	?	-15%	-3%	-8	0%	-7%	3%
CC(C)(C)c1nc2ccccc2c2nnc(SCC(=O)NCc3ccco3)n12
→ .	-4%	-1%	-19%	1%	-5%	.	-7	18%	?	-7%
COCCNCCCCOc1ccc(C)cc1[N+](=O)[O-]
→ -13%[46.1 µM]	-1%	0%	-9%	2%	-6%	0%	8	-2%	-6%	-41%
CC(=O)c1cccc(N=Cc2c(O)c3ccccc3oc2=O)c1
→ 0%	9%	-2%	6%	?	3%	2%	-16	-1%	6%	-6%
CC(=O)C1=C(c2ccccc2)NC(=O)NC1c1ccccc1 (configuration not stated)
→ -16%	0%	0%	2%	7%	9%	-5%	7	2%	3%	0%
COC(=O)[C@H](CC(C)C)NC(=O)N1CCN(c2cccc(C(F)(F)F)c2)CC1
→ -2%	2%	-1%	-2%	5%	-22%	-5%	5	-11%	-1%	-23%
CN1CCN(S(=O)(=O)Cc2ccccc2Cl)CC1
→ -2%	1%	3%	-6%	0%	5%	-7%	0	0%	-1%	22%
O=C(CCNC(=O)c1ccccc1Cl)NNC(=O)c1ccccc1O
→ 1%	8%	4%	-5%	-15%	-14%	-3%	10	-3%	1%	-9%
Nc1nc(Sc2c([N+](=O)[O-])cc(C(F)(F)F)cc2[N+](=O)[O-])n[nH]1
→ 4%	-1%	-12%	-17%	?	20%	-1%	9	3%	9%	-34%
CC12CC(NC(=O)N1c1ccc(C(=O)N3CCN(c4ccc(F)cc4)CC3)cc1)c1ccccc1O2 (configuration not stated)
→ -4%	-1%	0%	2%	-2%	-6%	0%	-12	2%	?	-3%
NC(=O)C1CCN(C(=S)c2cccs2)CC1
→ 6%	22%	0%	-1%	0%	9%	-2%	0	-6%	7%	14%
NC(=O)CC(NC(=O)Cc1cccc2ccccc12)c1ccc(N2CCC(Br)CC2)c([N+](=O)[O-])c1 (configuration not stated)
→ 2%	-3%	3%	14%	0%	-7%	-1%	-3	-1%	6%	-16%
CS(=O)(=O)N(CC(=O)N1CCOCC1)c1cc(C(F)(F)F)ccc1Cl
→ -12%	-1%	0%	9%	2%	-14%	2%	14	3%	-9%	4%
CCC(C)NC(=O)C1CCC(CNS(=O)(=O)c2ccc3c(c2)CC(C)N3C(=O)C2CC2)CC1 (configuration not stated)
→ 5%	2%	-6%	5%	8%	-1%	-1%	-8	-5%	1%	-61%[inhibitor]
CCc1cc(C(=O)NNC(=O)CCl)sc1C
→ -5%	2%	4%	-6%	?	7%	0%	-5	-3%	-3%	-34%
CCN(C[C@H]1N[C@@](Cc2ccccc2)(C(=O)OC)[C@H]2C(=O)N(C)C(=O)[C@@H]12)C(C)=O
→ -6%	-1%	0%	21%	2%	0%	-1%	29	.	20%	25%
CCN(CC)S(=O)(=O)c1ccc(N2CCCC2)c(NC(=O)c2c(-c3ccccc3)noc2C)c1
→ -3%	10%	0%	9%	?	7%	1%	-2	-1%	?	2%
